Screens as filed in PubChem BioAssay.
NSD2 inh: NSD2 (human) methyltransferase inhibition; O96028; AID 743445; 310,000 tested, 0.54% active; inhibition, % at 12.5 µM; NSD2 peptide methylation, AlphaScreen, 120 min; in the data active = inhibition above about 50%
SR-BI uptake up: enhances SR-BI lipid uptake from DiI-HDL; CHO ldlA[mSR-BI] cells, DiI-HDL uptake fluorescence, 3 h; 100 = double the neutral-control signal; activation, % at 12.5 µM; 320,000 tested, 0.096% active; AID 504775;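 active = mean replicate activation of at least 60% and every replicate at or above 60%; inconclusive = mean or all-replicate condition met, but not both; inactive = mean below 60% and not all replicates reaching 60%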;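 note: 0% = median plate neutral-control signal and 100% = twice that signal; values of inactives mirror those of a sister screen read the other way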
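System: CHO ldlA[mSR-BI] cells / Medium: HEPES-buffered (25 mM, pH 7.4) F12 plus 0.5% BSA / Probe or stimulus: labelled HDL, 10 µg/mL / Doses: single compound concentration, delivered by pin transfer / Schedule: 3 h, 37 °C / Measured by: DiI fluorescence, bottom read / Measure: cell-associated DiI fluorescence as measure of HDL uptake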
C-LANA FP: blocks KSHV LANA C-terminal domain binding to DNA | MBP-C-LANA/FAM-LBS DNA binding, fluorescence polarization | inhibition, % at 9 µM | 340,000 tested, 0.078% active | AID 504423;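 active = highest replicate inhibition at or above 60% at 9 µM, even if other replicates fall short; inactive = all replicates below 60% inhibition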;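 note: 0% = neutral control wells and 100% = 4 µM acridine orange control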
PKA-R2B act: activators of human PKA-R2B complex; activation, % at 11.4 µM; PKA-R2B holoenzyme dissociation, Cy5-IP20 fluorescence polarization; R2B truncated from residue 108, S112A mutant; 0% DMSO only, 100% 113 µM cGMP; P22694+P31323; 340,000 tested, 0.079% active;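 active = activation above a cutoff set at the mean over all compounds plus 3 SD, cut at about 18% in these data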;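 note: higher means more holoenzyme dissociation and a rise in polarization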
DAGLB inh: diacylglycerol lipase beta (human) inhibition. Q8NCG7. HEK293T DAGLB membrane lysate, EnzChek fluorogenic substrate. inhibition, % at 5.17 µM. 340,000 tested, 0.059% active. AID 504411; in the data active = inhibition above about 34%;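 note: 0% = enzyme with vehicle and 100% = wells lacking enzyme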
Arrestin-AP2 inh: inhibitors of human beta-arrestin and AP2 interaction; AID 504490; 340,000 tested, 0.31% active; inhibition, % at 10 µM; FITC-arrestin peptide / GST-AP2 beads, flow cytometry; AP2 beta2 appendage carries R879A mutation;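 active = inhibition above a set limit, near 3 SD of compounds lacking own fluorescence, cut at about 54% in these data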;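 note: plate controls were DMSO wells for no effect and 5 µM unlabelled arrestin peptide for full effect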
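system = GST-tagged AP2 beta2-adaptin appendage (R879A) on 4 µm glutathione beads | reagent = FITC-labelled arrestin peptide probe, 50 nM final | schedule = compound with beads 12 min RT, then probe 1 h RT | signal = HyperCyt-sampled flow cytometry, FL1 channel, ex 488/em 535 nm | read-out = percent response from loss of bead-bound FITC fluorescence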
Keap1 Nrf2 FP: disrupts human Keap1 binding to Nrf2 peptide; AID 504523; Keap1 Kelch-Nrf2 peptide fluorescence polarization, 1536-well; inhibition, % at 9.4 µM; 340,000 tested, 0.15% active; Q14145; in the data active = inhibition above about 12%; inconclusive = no clear call, values can overlap the other calls; inactive = below about 7.3%;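 note: human Keap1 Kelch domain with fluorescein labeled Nrf2 9mer peptide probe; 0% = neutral control wells and 100% = peptide positive control; higher means more block of Keap1 binding to Nrf2 peptide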
Target sequence (Q14145 whole entry, looked up, the tested form may be a part): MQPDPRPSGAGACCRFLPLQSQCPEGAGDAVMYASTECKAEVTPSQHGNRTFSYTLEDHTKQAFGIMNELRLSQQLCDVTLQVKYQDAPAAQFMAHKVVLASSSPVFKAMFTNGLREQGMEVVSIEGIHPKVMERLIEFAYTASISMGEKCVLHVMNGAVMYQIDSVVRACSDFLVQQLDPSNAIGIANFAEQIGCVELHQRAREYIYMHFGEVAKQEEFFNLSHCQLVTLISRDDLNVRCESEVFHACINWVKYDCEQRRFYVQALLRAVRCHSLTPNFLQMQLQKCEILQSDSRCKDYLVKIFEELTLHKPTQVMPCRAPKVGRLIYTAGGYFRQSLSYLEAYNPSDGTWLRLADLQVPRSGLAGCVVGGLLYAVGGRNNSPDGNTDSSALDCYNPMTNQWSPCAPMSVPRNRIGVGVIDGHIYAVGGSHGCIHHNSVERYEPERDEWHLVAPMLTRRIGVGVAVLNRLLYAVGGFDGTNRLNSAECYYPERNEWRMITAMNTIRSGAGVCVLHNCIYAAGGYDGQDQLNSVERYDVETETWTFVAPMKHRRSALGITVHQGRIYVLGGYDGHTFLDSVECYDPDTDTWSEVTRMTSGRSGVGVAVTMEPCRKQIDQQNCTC
PvdQ inh: P. aeruginosa PvdQ acylase inhibition; purified PvdQ acylase, fluorescence plate reader; inhibition, % at 10 µM; 340,000 tested, 0.063% active; AID 488965; in the data active = inhibition above about 30%, passing the limit was not always enough; inconclusive = no clear call, values can overlap the other calls;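 note: 0% = vehicle neutral wells and 100% = reference inhibitor wells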
SR-BI DiI inh: inhibitors of mouse SR-BI mediated HDL lipid uptake; 320,000 tested, 0.96% active; inhibition, % at 12.5 µM; ldlA[mSR-BI] CHO cells, DiI-HDL uptake fluorescence, 3 h; Q61009;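 active = mean replicate inhibition of at least 70% and a set share of replicates each scoring 70 or more; inconclusive = meets just one of the two criteria; inactive = fails both criteria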;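 note: 0% = median of neutral control wells and 100% = median of positive control wells; values of inactives mirror those of a sister screen read the other way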
Target sequence (Q61009 whole entry, looked up): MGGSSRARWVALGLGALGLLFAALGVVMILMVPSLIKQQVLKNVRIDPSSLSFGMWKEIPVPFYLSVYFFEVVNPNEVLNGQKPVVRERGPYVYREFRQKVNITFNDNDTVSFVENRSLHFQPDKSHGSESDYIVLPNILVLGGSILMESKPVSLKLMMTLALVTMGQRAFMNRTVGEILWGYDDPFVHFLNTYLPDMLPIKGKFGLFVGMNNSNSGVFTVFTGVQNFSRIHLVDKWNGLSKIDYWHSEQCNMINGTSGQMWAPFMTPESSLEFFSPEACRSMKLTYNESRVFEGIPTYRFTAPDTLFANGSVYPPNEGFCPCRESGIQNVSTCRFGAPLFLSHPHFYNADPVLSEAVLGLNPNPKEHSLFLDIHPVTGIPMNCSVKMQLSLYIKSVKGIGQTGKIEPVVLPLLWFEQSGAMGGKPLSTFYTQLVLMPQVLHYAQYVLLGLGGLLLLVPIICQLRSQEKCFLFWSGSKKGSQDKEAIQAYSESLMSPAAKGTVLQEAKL
RTF Ca sens inh: cardiac RTF calcium desensitization; inhibition, % at 7.15 µM; IANBD-labeled cardiac RTF, Ca2+ fluorescence; P19429+P45379; 340,000 tested, 0.12% active; AID 493244;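 active = inhibition above the mean inhibition of all tested compounds plus 3 SD, cut at about 17% in these data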;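 note: assay run at fixed EC70 calcium of 1.6 mM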
* = called active by the depositor; ? = inconclusive; / = no result given; & = joins results of further samples. Only part of the results is shown. The share of hits here may be higher or lower than overall.

The line under a structure holds: C-LANA FP, Arrestin-AP2 inh, PKA-R2B act, SR-BI DiI inh, RTF Ca sens inh, PvdQ inh, NSD2 inh, SR-BI uptake up, Keap1 Nrf2 FP, DAGLB inh
[1] O=C1NCC2(CCN(CCc3ccccc3)CC2)O1
  1.2, 5, -2, 21, -15, -12, /, -21, -2, 1
[2] N=C(N=C(N)N)N1CCOCC1
  0.2, 4, -5, -13, 3, -3, /, 13, 1, 1
[3] CC1(C)OC2CC3C4CC(F)C5=CC(=O)C=CC5(C)C4(F)C(O)CC3(C)C2(C(=O)CO)O1 (stereo unspecified)
  -1.1, 18, 2, -7, -3, -18, -9, 7, -1, -2
[4] CCCOc1ccccc1-c1nc2n[nH]nc2c(=O)[nH]1
  1.8, -12, -3, 0, 1, -2, /, 0, 4, 4
[5] NC(=O)NC(CCC(=O)O)C(=O)O (stereo unspecified)
  0.0, 3, -16, -13, -5, -7, /, 13, -6, 0
[6] CN(C)C/C=C(/c1ccc(Br)cc1)c1cccnc1
  0.4, 0, 4, -5, 8, -2, /, 5, -4, 1
[7] CC(=O)[C@H]1CC[C@H]2[C@@H]3C[C@H](C)C4=CC(=O)CC[C@]4(C)[C@H]3[C@@H](O)C[C@]12C
  2.8, 24, 2, -16, 13, 1, /, 29, 4, 1
[8] O=c1cc[nH]c(=O)[nH]1
  1.6, 5, -5, -1, -9, -4, /, 1, -3, 0
[9] C[C@H](CCC(=O)O)[C@H]1CC[C@H]2[C@@H]3[C@@H](O)C[C@@H]4C[C@H](O)CC[C@]4(C)[C@H]3CC[C@]12C
  -1.6, 4, -8, -1, 14, -7, /, 1, -1, 3
[10] CC1=NN(c2ccccc2)C(=O)C1
  0.5, 6, 8, -8, -1, -9, /, 24, -10, 4
[11] O=C(O)COC(=O)Cc1ccccc1Nc1c(Cl)cccc1Cl
  -1.1, 12, -1, -3, 2, -9, /, 3, -5, 3
[12] O=C1N(c2ccccc2)c2ccccc2C1(Cc1ccncc1)Cc1ccncc1
  -0.6, -15, -10, /, 8, -8, /, /, -2, 2
[13] C[C@H]1c2cccc(O)c2C(=O)C2C(=O)C3(O)C(=O)C(C(N)=O)C(=O)[C@@H](N(C)C)[C@@H]3[C@@H](O)[C@@H]21 (stereo partly specified)
  -5.7, 15, 9, -8, 4, -6, /, 8, 2, 5
[14] Cc1nc2c3ccccc3nc(NNC(=O)CCC(=O)N3CCN(c4ccccc4)CC3)n2n1
  1.2, 30, -9, -15, -1, 3, -1, 15, 2, -1
[15] CCOc1ccc(S(=O)(=O)N2CCCCCC2)c2ccccc12
  -2.4, 11, -3, -8, -5, 2, -13, 8, -3, -12
[16] CCOC(=O)C1(CCOc2ccccc2)CCN(Cc2ccc(O)c(Cl)c2)CC1
  -1.0, 7, -13, -4, -9, -21, 16, 4, -1, -1
[17] Nc1ccc(C(=O)Nc2ccccc2N)cc1
  -2.3, 13, 2, 9, -6, -17, -2, -9, -9, -2
[18] C[C@]12CC[C@H]3[C@@H](CCC4=CC(=O)CC[C@@]43C)[C@@H]1CC[C@@H]2C(=O)CO
  -2.9, -7, 0, 17, 1, -9, /, 3, -3, 0
[19] COc1ccccc1OCC(O)COC(N)=O (stereo unspecified)
  3.4, 16, 1, 0, 18*, 7, /, 6, -5, 3
[20] COc1c(O)cc2c(c1O)C1OC(CO)C(O)C(O)C1OC2=O (stereo unspecified)
  1.4, -2, 2, -10, -6, -14, /, 10, -3, 3

New compounds follow.
The line under a structure holds: C-LANA FP, Arrestin-AP2 inh, PKA-R2B act, SR-BI DiI inh, RTF Ca sens inh, PvdQ inh, NSD2 inh, SR-BI uptake up, Keap1 Nrf2 FP, DAGLB inh
[21] CCCCCCCCO
  -2.2, 11, 5, -74, -6, -6, /, ?, -1, -3
[22] CC(=O)N1C[C@H](O)C[C@H]1C(=O)O
  1.9, 2, -9, -6, 9, -14, /, 6, 2, 1
[23] C/C=C/C=N\NC(=O)c1ccncc1
  0.9, -1, -9, -3, 4, -11, /, 3, 0, 2
[24] c1ccc2c(CC3=NCCN3)cccc2c1
  0.4, 3, -3, 5, 3, 8, /, 12, -1, 0
[25] Cc1coc2c1C(=O)C(=O)c1c-2ccc2c1CCCC2(C)C
  1.8, 6, 8, 21, -2, -10, /, -21, -3, 53*
[26] CN1CCC(=C2c3ccccc3CCc3sccc32)CC1
  2.7, 14, 16, -19, -4, -16, /, 19, -5, 1
[27] COc1ccc(CN(CCN(C)C)c2ccccn2)cc1
  1.0&-4.1&-2.9, 9&-1&4, -1&12&11, 1&3&-5, 16&-13&-3, 3&-9&1, /, -1&3&5, -3&-5&1, 0&5&3
[28] NS(=O)(=O)c1cc2c(cc1C(F)(F)F)NC(Cc1ccccc1)NS2(=O)=O (stereo unspecified)
  2.0, 11, -14, 9, 4, 4, /, 4, 2, 2
[29] CCC[C@H](N[C@@H](C)C(=O)N1[C@H](C(=O)O)C[C@@H]2CCCC[C@@H]21)C(=O)OCC
  1.2, 10, -3, 6, -18, -6, /, -6, 5, 3
[30] Cc1onc(-c2ccccc2Cl)c1C(=O)N[C@@H]1C(=O)N2[C@@H]1SC(C)(C)[C@@H]2C(=O)O
  -0.8&0.6, 3&19, 9&0, -8&-4, 4&-7, -7&-2, /, 8&4, -11&-5, 2&2
[31] Cc1nnc(NS(=O)(=O)c2ccc(N)cc2)s1
  0.2, 5, 7, -3, 4, -6, /, 24, -1, 2
[32] CC1=C(C(=O)O)N2C(=O)[C@@H](NC(=O)[C@H](N)c3ccc(O)cc3)[C@H]2SC1
  -1.5, 14, 10, -13, -16, -3, /, 13, -2, 4
[33] CC(C)=CC(=O)O[C@@H]1Cc2cc3ccc(=O)oc3cc2OC1(C)C
  2.6, 18, -5, 10, -8, 2, /, -10, 1, -6
[34] CC(C)(CO)[C@@H](O)C(=O)NCCC(=O)O
  2.4, 1, -1, -8, 0, -6, /, 8, -2, 2
[35] Cc1cc(C)nc(/N=C(\N)Nc2ccc(S(N)(=O)=O)cc2)n1
  0.9, 10, -7, -13, -7, -12, 1, 13, -3, -2
[36] COc1cc2nc(N3CCN(C(=O)C4COc5ccccc5O4)CC3)nc(N)c2cc1OC (stereo unspecified)
  -1.7, 8, 10, -5, -8, -8, /, 5, 0, 2
[37] COc1nc(C)nc(Cl)c1NC1=NCCN1
  1.7&-5.3, 2&5, 2&7, 5&-7, 4&5, -7&5, /, -5&7, 2&6, 1&2
[38] CN(C)CCCN1c2ccccc2Sc2ccccc21
  1.0, 2, -1, 10, 9, 9, /, 2, -3, 1
[39] CCCn1ncc(CN2CCCC(C(=O)c3cccc(OC(C)C)c3)C2)c1C (stereo unspecified)
  1.6, -1, -8, /, 2, -11, /, /, 5, -4
[40] Nc1cc(-c2ccncc2)c[nH]c1=O
  2.4, 13, 11, 0, -15, 4, /, 9, -10, 2

An excerpt from above in order of length of the SMILES, low to high:
The line under a structure holds: C-LANA FP, Arrestin-AP2 inh, PKA-R2B act, SR-BI DiI inh, RTF Ca sens inh, PvdQ inh, NSD2 inh, SR-BI uptake up, Keap1 Nrf2 FP, DAGLB inh
[21] CCCCCCCCO
  -2.2, 11, 5, -74, -6, -6, /, ?, -1, -3
[23] C/C=C/C=N\NC(=O)c1ccncc1
  0.9, -1, -9, -3, 4, -11, /, 3, 0, 2
[40] Nc1cc(-c2ccncc2)c[nH]c1=O
  2.4, 13, 11, 0, -15, 4, /, 9, -10, 2
[38] CN(C)CCCN1c2ccccc2Sc2ccccc21
  1.0, 2, -1, 10, 9, 9, /, 2, -3, 1
[22] CC(=O)N1C[C@H](O)C[C@H]1C(=O)O
  1.9, 2, -9, -6, 9, -14, /, 6, 2, 1
[31] Cc1nnc(NS(=O)(=O)c2ccc(N)cc2)s1
  0.2, 5, 7, -3, 4, -6, /, 24, -1, 2
[34] CC(C)(CO)[C@@H](O)C(=O)NCCC(=O)O
  2.4, 1, -1, -8, 0, -6, /, 8, -2, 2
[25] Cc1coc2c1C(=O)C(=O)c1c-2ccc2c1CCCC2(C)C
  1.8, 6, 8, 21, -2, -10, /, -21, -3, 53*
[35] Cc1cc(C)nc(/N=C(\N)Nc2ccc(S(N)(=O)=O)cc2)n1
  0.9, 10, -7, -13, -7, -12, 1, 13, -3, -2
[39] CCCn1ncc(CN2CCCC(C(=O)c3cccc(OC(C)C)c3)C2)c1C (stereo unspecified)
  1.6, -1, -8, /, 2, -11, /, /, 5, -4
[28] NS(=O)(=O)c1cc2c(cc1C(F)(F)F)NC(Cc1ccccc1)NS2(=O)=O (stereo unspecified)
  2.0, 11, -14, 9, 4, 4, /, 4, 2, 2
[32] CC1=C(C(=O)O)N2C(=O)[C@@H](NC(=O)[C@H](N)c3ccc(O)cc3)[C@H]2SC1
  -1.5, 14, 10, -13, -16, -3, /, 13, -2, 4
[30] Cc1onc(-c2ccccc2Cl)c1C(=O)N[C@@H]1C(=O)N2[C@@H]1SC(C)(C)[C@@H]2C(=O)O
  -0.8&0.6, 3&19, 9&0, -8&-4, 4&-7, -7&-2, /, 8&4, -11&-5, 2&2

Carrying on.
The line under a structure holds: C-LANA FP, Arrestin-AP2 inh, PKA-R2B act, SR-BI DiI inh, RTF Ca sens inh, PvdQ inh, NSD2 inh, SR-BI uptake up, Keap1 Nrf2 FP, DAGLB inh
[41] CC1(C)O[C@H]2CC(=O)OCC23[C@H]2CC[C@@]4(C)[C@H](c5ccoc5)OC(=O)[C@H]5O[C@]54[C@]2(C)C(=O)C[C@@H]13 (stereo partly specified)
  -0.4, 5, -14, -16, -4, 7, /, 16, -5, 0
[42] CC(C)Cn1cnc2c1c(=O)n(C)c(=O)n2C
  -0.3, 9, 5, 0, 3, -7, /, 0, -4, 2
[43] C=C1c2cccc(O)c2C(=O)C2C(=O)[C@]3(O)C(=O)C(C(N)=O)C(=O)[C@@H](N(C)C)[C@@H]3[C@@H](O)[C@H]12 (stereo partly specified)
  126*, 15, 5, -5, 61*, 3, /, 5, 12*, 2
[44] O=C(O)[C@@H]1[C@H]2C[C@H]3c4[nH]c5ccccc5c4CCN3C[C@@H]2CC[C@@H]1O
  17, 15, -3, 8, -17, -8, /, -8, 2, 1
[45] CC(=O)O[C@]1(C(C)=O)CC[C@H]2[C@@H]3C=C(Cl)C4=CC(=O)[C@@H]5C[C@@H]5[C@]4(C)[C@H]3CC[C@@]21C
  1.8&-1.5, -2&4, 1&-4, 10&3, 0&-7, -18&11, /, -10&-3, -5&-3, 0&-3
